Screening data as filed in PubChem.
CAL PDZ FP-1: CAL PDZ peptide-binding inhibitors, primary screen, biochemical, fluorescence polarization, Cer-tagged CAL PDZ, HTS; Golgi-associated PDZ and coiled-coil motif-containing protein (Homo sapiens), Q9HD26; purified CAL PDZ, TMR-peptide fluorescence polarization, 1 h; inhibition, % at 20 µM; actives 0.02% (n = 330,000); AID 504414, 2011;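 active means highest replicate inhibition of at least 40%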;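 further: plate controls were DMSO neutral control wells for no effect and unlabeled competitor peptide control wells for full effect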
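Test system: purified CerCALP PDZ construct; Compound dosing: one concentration, 20 µM compound; Also added: TMR-labelled reporter peptide T*-PRC34 bound in PDZ groove; Read-out: inhibition from polarization loss; Controls: unlabelled peptide and DMSO controls; Signal: FP readout, S and P plane fluorescence; Incubation: 1 h at RT.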
cardiac RTF act: cardiac RTF calcium sensitivity activators, primary screen, biochemical, IANBD-TnC fluorescence, EC20 calcium | AID 493008, 2010 | activation, % at 7.2 µM | actives 0.24% (n = 340,000) | IANBD-labeled TnC RTF fluorescence at EC20 calcium; 0% EC20 calcium, 100% full calcium | Troponin I, cardiac muscle (Homo sapiens) + Troponin T, cardiac muscle (Homo sapiens) + …;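 active means activation above the mean over all tested compounds plus 3 SD, cut at about 30% in these data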;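 further: rise in fluorescence read as greater calcium sensitivity of cardiac thin filaments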
PKA-R2B act: activators of PKA-R2B holoenzyme, primary screen, biochemical, fluorescence polarization, Cy5-IP20, human; cAMP-dependent protein kinase catalytic subunit beta (Homo sapiens) + cAMP-dependent …; PKA-R2B holoenzyme dissociation; R2B truncated from residue 108, S112A mutant; 0% DMSO only, 100% 113 µM cGMP; activation, % at 11.4 µM; actives 0.079% (n = 340,000); AID 504700, 2011;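 active means activation above a cutoff set at the mean over all compounds plus 3 SD, cut at about 18% in these data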;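 further: higher means more holoenzyme dissociation and a rise in polarization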
RTF Ca sens inh: cardiac RTF calcium sensitivity inhibitors, primary screen, biochemical, IANBD-TnC fluorescence, EC70 calcium | Troponin I, cardiac muscle (Homo sapiens) + Troponin T, cardiac muscle (Homo sapiens) + … | IANBD-labeled cardiac RTF, Ca2+ fluorescence | inhibition, % at 7.15 µM | actives 0.12% (n = 340,000) | AID 493244, 2011;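 active means inhibition above the mean inhibition of all tested compounds plus 3 SD, cut at about 17% in these data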;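 further: assay run at fixed EC70 calcium of 1.6 mM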
LANA DNA inh: inhibitors of KSHV C-LANA binding to DNA, primary screen, biochemical, fluorescence polarization, FAM-LBS DNA, MBP-C-LANA, single point. Kaposi's sarcoma herpesvirus LANA C-terminal domain (residues 932-1162) DNA binding. inhibition, % at 9 µM. actives 0.078% (n = 340,000). AID 504423, 2011;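 active means highest replicate inhibition at or above 60% at 9 µM, even if other replicates fall short; inactive means all replicates below 60% inhibition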;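 further: 0% = neutral control wells and 100% = 4 µM acridine orange control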
Keap1 Nrf2 FP: Keap1-Nrf2 protein-protein interaction inhibitors, primary screen, biochemical, fluorescence polarization, single point; Kelch-like ECH-associated protein 1 (Homo sapiens), Q14145; Keap1 Kelch-Nrf2 peptide fluorescence polarization, 1536-well; inhibition, % at 9.4 µM; actives 0.15% (n = 340,000); AID 504523, 2011; in the data active means inhibition above about 12%;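 further: human Keap1 Kelch domain with fluorescein labeled Nrf2 9mer peptide probe; 0% = neutral control wells and 100% = peptide positive control; higher means more block of Keap1 binding to Nrf2 peptide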
DAGLB inhibitor: DAGLB lipase inhibitors, primary screen, biochemical, fluorescence, HTS | actives 0.059% (n = 340,000) | HEK293T DAGLB membrane lysate, EnzChek fluorogenic substrate | AID 504411, 2011 | inhibition, % at 5.17 µM; in the data active means inhibition above about 34%;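 further: 0% = enzyme with vehicle and 100% = wells lacking enzyme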
Target sequence (Q8NCG7 whole entry, looked up): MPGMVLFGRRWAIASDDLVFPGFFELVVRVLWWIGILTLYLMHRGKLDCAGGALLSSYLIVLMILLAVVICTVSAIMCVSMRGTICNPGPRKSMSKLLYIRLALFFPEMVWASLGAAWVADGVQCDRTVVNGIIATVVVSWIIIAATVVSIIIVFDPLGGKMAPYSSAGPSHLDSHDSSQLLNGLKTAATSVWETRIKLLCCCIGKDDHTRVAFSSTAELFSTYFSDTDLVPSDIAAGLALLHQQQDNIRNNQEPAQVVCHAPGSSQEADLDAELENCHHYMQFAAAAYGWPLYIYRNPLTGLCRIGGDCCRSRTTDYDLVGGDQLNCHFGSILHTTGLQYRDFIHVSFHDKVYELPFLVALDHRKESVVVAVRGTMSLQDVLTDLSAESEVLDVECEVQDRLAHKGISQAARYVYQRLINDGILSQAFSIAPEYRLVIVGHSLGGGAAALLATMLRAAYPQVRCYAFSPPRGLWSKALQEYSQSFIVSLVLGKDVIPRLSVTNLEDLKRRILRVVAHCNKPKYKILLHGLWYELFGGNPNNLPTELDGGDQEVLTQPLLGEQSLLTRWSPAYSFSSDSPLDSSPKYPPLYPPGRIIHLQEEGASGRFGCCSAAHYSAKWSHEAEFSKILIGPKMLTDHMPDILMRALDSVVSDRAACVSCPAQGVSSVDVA
CAL PDZ FP-2: untagged CAL PDZ binding inhibitors, primary screen, biochemical, fluorescence polarization, HTS. AID 602252, 2012. inhibition, % at 24.9 µM. Golgi-associated PDZ and coiled-coil motif-containing protein (Homo sapiens), Q9HD26. purified CAL PDZ, TMR-peptide fluorescence polarization, 1 h. actives 0.92% (n = 300,000);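 active means mean inhibition of at least 30% with at least half of replicates also reaching 30%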;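 further: 0% = DMSO neutral control and 100% = excess unlabeled competitor peptide PRC23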
Rtt109 HAT inh: inhibitors of C. albicans Rtt109/Vps75 HAT, primary screen, biochemical, ThioGlo CoA-SH fluorescence, plate reader. Histone acetyltransferase RTT109 (Candida albicans (strain SC5314 / ATCC MYA-2876)), …. purified Rtt109/Vps75, 4 h. inhibition, % at 34.9 µM. actives 0.16% (n = 330,000). AID 540336, 2011;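 active means inhibition of at least 50% in every replicate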
Target sequence (Q5AAJ8 whole entry, looked up): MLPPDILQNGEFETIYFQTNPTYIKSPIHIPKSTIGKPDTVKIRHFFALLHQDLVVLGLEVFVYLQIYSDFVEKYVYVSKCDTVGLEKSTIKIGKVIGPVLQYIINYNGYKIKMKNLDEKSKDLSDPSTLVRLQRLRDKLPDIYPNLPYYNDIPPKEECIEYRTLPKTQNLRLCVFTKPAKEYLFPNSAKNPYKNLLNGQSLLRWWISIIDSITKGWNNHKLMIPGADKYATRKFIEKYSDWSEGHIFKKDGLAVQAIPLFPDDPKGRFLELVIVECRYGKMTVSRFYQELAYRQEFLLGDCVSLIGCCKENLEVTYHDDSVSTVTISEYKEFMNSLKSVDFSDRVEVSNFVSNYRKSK
SR-BI uptake up: activators of SR-BI mediated DiI-HDL uptake, primary screen, ldlA[mSR-BI] CHO cells, DiI fluorescence. AID 504775, 2011. 3 h; 100 = double the neutral-control signal. activation, % at 12.5 µM. actives 0.096% (n = 320,000);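 active means mean replicate activation of at least 60% and every replicate at or above 60%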;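 further: 0% = median plate neutral-control signal and 100% = twice that signal; values of inactives mirror those of a sister screen read the other way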
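system = CHO ldlA[mSR-BI] cells, LDL receptor-null, SR-BI overexpressing | medium = Ham's F12 with 0.5% BSA, HEPES 25 mM, pH 7.4 | probe or stimulus = DiI-HDL 10 µg/mL | compound dosing = single-point compound dose | incubation = compound exposure 3 h, 37 °C | technique = DiI fluorescence, bottom read | read-out = cell-associated DiI fluorescence as measure of HDL uptake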
* marks the source's active call; other numbers are inactive results. Rows are unselected; about 1.6% have a hit in one of these screens.

O=Nc1c(O)n(Cc2cccc(Cl)c2)c2ccccc12 was read as cardiac RTF act 8.3, PKA-R2B act 1.6, RTF Ca sens inh -1.1, LANA DNA inh -0.9, Keap1 Nrf2 FP 4.0, DAGLB inhibitor -12.7, CAL PDZ FP-2 -1.8, Rtt109 HAT inh 6.7 and SR-BI uptake up 18.8.
Screening COc1ccc(N(C2CSC2)S(=O)(=O)c2ccccc2)cc1 returned CAL PDZ FP-1 -2.6, cardiac RTF act 2.1, PKA-R2B act -0.1, RTF Ca sens inh 13.8, LANA DNA inh 0.5, Keap1 Nrf2 FP 1.5, DAGLB inhibitor -1.1, CAL PDZ FP-2 -1.2, Rtt109 HAT inh 4.0 and SR-BI uptake up -17.2.
CCN1CCN(S(=O)(=O)c2c(C)cc(C)cc2C)CC1 was read as CAL PDZ FP-1 -0.6, cardiac RTF act -1.3, PKA-R2B act 2.5, RTF Ca sens inh -0.1, LANA DNA inh -3.0, Keap1 Nrf2 FP -0.8, DAGLB inhibitor -2.0, CAL PDZ FP-2 0.5, Rtt109 HAT inh 8.0 and SR-BI uptake up 5.5.
Oc1ccccc1Oc1ncc(Br)c(N2CCOCC2)n1 was read as CAL PDZ FP-1 0.3, cardiac RTF act -1.0, PKA-R2B act 2.2, RTF Ca sens inh -11.0, LANA DNA inh -0.2, Keap1 Nrf2 FP -0.6, DAGLB inhibitor -4.5, CAL PDZ FP-2 3.0, Rtt109 HAT inh -0.7 and SR-BI uptake up -25.4.
For O=C(NCCCN1CCCCC1)C1CCCN(c2ncnc3c2nc2n3CCCCC2)C1 (stereo not given) the results were CAL PDZ FP-1 -0.1, cardiac RTF act -0.8, PKA-R2B act -2.9, RTF Ca sens inh -4.8, LANA DNA inh 0.8, Keap1 Nrf2 FP -1.8, DAGLB inhibitor 0.4, CAL PDZ FP-2 -6.2, Rtt109 HAT inh -3.6 and SR-BI uptake up 7.6.
`O=C(CCNS(=O)(=O)c1ccc(Br)s1)Nc1ccc(Cl)cc1` gave CAL PDZ FP-1 -1.7, cardiac RTF act 6.7, PKA-R2B act 9.2, RTF Ca sens inh -11.1, LANA DNA inh -1.0, Keap1 Nrf2 FP 5.0, DAGLB inhibitor -3.1, CAL PDZ FP-2 -1.9, Rtt109 HAT inh -3.7 and SR-BI uptake up -1.6.
CCOC(=O)c1ccc(NC(=O)C(=O)NCC2(c3ccc(OC)cc3)CCOCC2)cc1 was read as CAL PDZ FP-1 -1.6, cardiac RTF act -0.5, PKA-R2B act -3.5, RTF Ca sens inh -5.6, LANA DNA inh 0.8, Keap1 Nrf2 FP 0.1, DAGLB inhibitor -1.8, Rtt109 HAT inh 3.0 and SR-BI uptake up -13.8.
COC(=O)C[C@H]1c2cc(C(F)(F)F)ccc2S(=O)(=O)N1Cc1ccc(OC)cc1 was read as CAL PDZ FP-1 -0.8, cardiac RTF act -2.1, PKA-R2B act -6.4, RTF Ca sens inh 5.5, LANA DNA inh -2.0, Keap1 Nrf2 FP 0.0, DAGLB inhibitor -3.1, CAL PDZ FP-2 1.4, Rtt109 HAT inh -4.8 and SR-BI uptake up 9.4.
For Cc1c(NC(=O)CSc2ccccn2)c(=O)n(-c2ccccc2)n1C the results were CAL PDZ FP-1 -2.5, cardiac RTF act -3.0, PKA-R2B act -9.7, RTF Ca sens inh -4.3, LANA DNA inh -0.4, Keap1 Nrf2 FP -0.8, DAGLB inhibitor 1.7, CAL PDZ FP-2 -0.8 and SR-BI uptake up -11.2.
Screening Cc1cccc(NC(=S)NCC23C=CC(O2)C2C(=O)N(c4ccc(Cl)cc4)C(=O)C23)c1 (stereo not given) returned CAL PDZ FP-1 -0.6, cardiac RTF act -2.8, PKA-R2B act -5.7, RTF Ca sens inh -9.8, LANA DNA inh -1.5, Keap1 Nrf2 FP -9.8, DAGLB inhibitor 0.2, CAL PDZ FP-2 -14.9, Rtt109 HAT inh 12.4 and SR-BI uptake up -55.0.
`CC(c1ccccc1F)n1cc(C(=O)NCCCn2ccnc2)nn1` (stereo not given) gave cardiac RTF act 1.8, PKA-R2B act -13.2, RTF Ca sens inh -0.8, LANA DNA inh 0.0, Keap1 Nrf2 FP 1.1, DAGLB inhibitor -1.6, CAL PDZ FP-2 -6.1, Rtt109 HAT inh 5.8 and SR-BI uptake up 6.2.
CN(C(=O)c1cccc(NC(=O)Cc2cccc(NC(=O)C3CCN(C(=O)C4CCCCC4)CC3)c2)c1)C1CC1 was read as CAL PDZ FP-1 -0.8, cardiac RTF act -5.7, PKA-R2B act -2.3, RTF Ca sens inh -9.1, LANA DNA inh 0.1, Keap1 Nrf2 FP -1.9, DAGLB inhibitor -2.0, CAL PDZ FP-2 -0.9, Rtt109 HAT inh 22.9 and SR-BI uptake up -13.9.
`CCCNS(=O)(=O)c1ccc(OCC(=O)OC)cc1` gave CAL PDZ FP-1 -0.3, cardiac RTF act 0.7, PKA-R2B act 0.3, RTF Ca sens inh -1.7, LANA DNA inh 0.9, Keap1 Nrf2 FP 4.1, DAGLB inhibitor 1.6, CAL PDZ FP-2 3.9, Rtt109 HAT inh 11.4 and SR-BI uptake up 9.2.
`O=C(Cc1ccccc1)NCC(=O)N1CCC1` gave CAL PDZ FP-1 -0.3, cardiac RTF act -1.8, PKA-R2B act -1.2, RTF Ca sens inh -4.7, LANA DNA inh -2.5, Keap1 Nrf2 FP -1.0, DAGLB inhibitor -1.7, CAL PDZ FP-2 -4.5, Rtt109 HAT inh 1.4 and SR-BI uptake up 7.0.
For COc1ccc(-c2cc(C(=O)Nc3ccc(Cl)cc3Cl)c3ccccc3n2)cc1OC the results were CAL PDZ FP-1 -2.4, cardiac RTF act 7.6, PKA-R2B act -10.9, RTF Ca sens inh -12.6, LANA DNA inh -2.0, Keap1 Nrf2 FP -5.8, DAGLB inhibitor -4.5, CAL PDZ FP-2 1.3, Rtt109 HAT inh -3.4 and SR-BI uptake up -70.6.
For CCn1c(SCC(=O)Nc2ccc(NC(C)=O)cc2)nc2c([nH]c3ccccc32)c1=O the results were CAL PDZ FP-1 0.1, cardiac RTF act -6.8, PKA-R2B act -2.3, RTF Ca sens inh 2.7, LANA DNA inh -0.6, Keap1 Nrf2 FP -0.4, DAGLB inhibitor 7.7, CAL PDZ FP-2 0.6, Rtt109 HAT inh 7.4 and SR-BI uptake up -6.2.
Screening O=C(C[n+]1cc(-c2ccc(Cl)cc2)n2c1CCC2)Nc1nc(-c2ccc(F)cc2)cs1 returned CAL PDZ FP-1 -0.5, cardiac RTF act 2.3, PKA-R2B act -2.9, RTF Ca sens inh -6.0, LANA DNA inh -1.7, Keap1 Nrf2 FP -0.6, DAGLB inhibitor -1.5, Rtt109 HAT inh 7.8 and SR-BI uptake up -0.9.
Screening Cc1oc(-c2ccc(Cl)cc2)nc1CN1CCCC(C(=O)NCc2ccco2)C1 (stereo not given) returned CAL PDZ FP-1 -2.2, cardiac RTF act 2.9, PKA-R2B act 0.6, RTF Ca sens inh -4.3, LANA DNA inh -1.9, Keap1 Nrf2 FP 2.3, DAGLB inhibitor 3.4, CAL PDZ FP-2 1.0, Rtt109 HAT inh 6.6 and SR-BI uptake up -18.0.
CC(=O)Oc1ccc(-c2ccc(C(=O)Nc3cccc(S(=O)(=O)N4CCOCC4)c3)cc2)cc1 was read as CAL PDZ FP-1 0.2, cardiac RTF act 2.7, PKA-R2B act -5.7, RTF Ca sens inh -4.7, LANA DNA inh -1.6, Keap1 Nrf2 FP 3.6, DAGLB inhibitor -1.9, CAL PDZ FP-2 -3.3, Rtt109 HAT inh 19.1 and SR-BI uptake up -81.5.
Screening C=CCn1c(NC(=O)c2ccc(C)cc2)nc2ccccc21 returned CAL PDZ FP-1 -1.2, cardiac RTF act -3.5, PKA-R2B act -5.5, RTF Ca sens inh -3.5, LANA DNA inh -0.3, Keap1 Nrf2 FP 2.7, DAGLB inhibitor -10.9, CAL PDZ FP-2 0.9, Rtt109 HAT inh 1.8 and SR-BI uptake up -17.7.
`COc1cc(C(=O)N/N=C(\C)Cn2nc([N+](=O)[O-])cc2C)ccc1O` gave CAL PDZ FP-1 0.6, cardiac RTF act 4.7, PKA-R2B act -4.1, RTF Ca sens inh -1.7, LANA DNA inh -0.6, Keap1 Nrf2 FP 0.0, DAGLB inhibitor -1.3, CAL PDZ FP-2 17.1, Rtt109 HAT inh -2.1 and SR-BI uptake up 21.8.
CCCCC(O)(c1ccc(OC)cc1)C(CN1CCOCC1)c1ccccc1 (stereo not given) was read as CAL PDZ FP-1 1.3, cardiac RTF act 2.5, PKA-R2B act 0.7, RTF Ca sens inh -0.5, LANA DNA inh 0.4, Keap1 Nrf2 FP -2.4, DAGLB inhibitor -4.9, CAL PDZ FP-2 1.2, Rtt109 HAT inh 2.8 and SR-BI uptake up 2.8.
`COc1ccc(CCNC(=O)C2(c3ccccc3)CC2)cc1` gave CAL PDZ FP-1 -0.7, cardiac RTF act -3.5, PKA-R2B act 7.7, RTF Ca sens inh -7.6, LANA DNA inh -1.0, Keap1 Nrf2 FP 2.1, DAGLB inhibitor 2.7, CAL PDZ FP-2 -0.4, Rtt109 HAT inh 4.8 and SR-BI uptake up 16.1.
Screening Cc1cc(=O)[nH]c(SCC(=O)Nc2nonc2C)n1 returned CAL PDZ FP-1 -1.4, cardiac RTF act -3.5, PKA-R2B act -8.3, RTF Ca sens inh 1.5, LANA DNA inh 1.5, Keap1 Nrf2 FP -3.1, DAGLB inhibitor -2.6, CAL PDZ FP-2 -2.1 and Rtt109 HAT inh 12.6.
